Source: PubChem
hiPSC survival = enhancers of single-cell hiPSC survival, primary screen, ATPlite luminescence; 360,000 tested, 0.044% active; 100% = ROCK inhibitor wells, 0% = DMSO; survival enhancement, % at 20 µM; AID 602274, 2012; in the data active = survival enhancement above about 18%;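 note: cells exposed to compounds for 16 hours before the ATP read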
Peg3 prom inh = Peg3 promoter-driven luciferase inhibitors, primary screen, cell-based, HeLa, luciferase luminescence; inhibition, % at 20 µM; 360,000 tested, 1.7% active; AID 588405, 2011; HeLa PEG-Prom luciferase reporter, overnight;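 active = inhibition of at least 50% at 20 µM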
aDG glyco act = activators of alpha-DG glycosylation, primary screen, uHTS, Pro5-aDG cells, AlphaScreen; alpha-DG glycosylation AlphaScreen (IIH6); 0% Pro5, 100% B10-LARGE cell signal; activation, % at 10 µM; 360,000 tested, 0.22% active; AID 624168, 2012;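 active = activation of at least 8% versus controls, or a plate z-score of at least 8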;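 note: Pro5 are CHO cells carrying HIG-tagged alpha-DG that lacks glycosylation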
Exocytosis inh = LAMP-1 surface exposure blockers, TALL-104 cells – cell-based, flow cytometry, MLPCN library, primary screen | TALL-104 LAMP-1 surface exposure; cells stimulated with thapsigargin and PMA | inhibition, % at 10 µM | 360,000 tested, 0.66% active | AID 651702, 2012;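 active = inhibition above about 55%, limit read from the data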
PDI inh = inhibitors of human PDI, primary screen, biochemical, turbidity, single point, plate reader. Protein disulfide-isomerase (Homo sapiens), P07237. PDI insulin aggregation turbidity, A650, 90 min. inhibition, % at 10 µM. 350,000 tested, 0.052% active;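 active = mean inhibition across replicates of 30% or more, whatever share of single replicates reach that level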;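 note: absorbance from insulin aggregation driven by PDI reduction with DTT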
Target sequence (P07237 whole entry, looked up): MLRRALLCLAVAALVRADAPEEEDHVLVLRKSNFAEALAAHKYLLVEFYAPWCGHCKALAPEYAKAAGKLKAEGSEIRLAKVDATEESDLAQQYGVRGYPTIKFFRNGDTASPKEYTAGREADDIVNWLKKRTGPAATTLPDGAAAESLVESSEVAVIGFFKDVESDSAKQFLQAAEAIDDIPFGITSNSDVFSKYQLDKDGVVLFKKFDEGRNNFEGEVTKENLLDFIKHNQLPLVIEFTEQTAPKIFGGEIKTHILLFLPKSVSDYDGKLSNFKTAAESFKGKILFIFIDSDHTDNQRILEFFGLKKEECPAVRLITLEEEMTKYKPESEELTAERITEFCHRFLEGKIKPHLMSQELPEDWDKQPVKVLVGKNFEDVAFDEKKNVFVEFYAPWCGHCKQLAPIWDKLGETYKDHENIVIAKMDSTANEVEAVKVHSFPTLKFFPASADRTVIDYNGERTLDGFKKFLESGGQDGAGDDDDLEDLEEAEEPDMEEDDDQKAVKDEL
NR2E3 ag-1 = inhibitors of NR2E3-RetCOR corepressor binding, primary screen, NR2E3 agonist project, biochemical, TR-FRET, GST-NR2E3, biotin-RetCOR. 320,000 tested, 0.12% active. 1536-well. inhibition of corepressor binding, % at 4.78 µM. AID 2300, 2010;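 active = percent inhibition above the cutoff of mean plus 3 SD of all tested compounds, set per screening campaign, cut at about 20% in these data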;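 note: 0% = DMSO wells and 100% = biotin wells as full block of FRET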
Target sequence (Q9Y5X4 whole entry, looked up): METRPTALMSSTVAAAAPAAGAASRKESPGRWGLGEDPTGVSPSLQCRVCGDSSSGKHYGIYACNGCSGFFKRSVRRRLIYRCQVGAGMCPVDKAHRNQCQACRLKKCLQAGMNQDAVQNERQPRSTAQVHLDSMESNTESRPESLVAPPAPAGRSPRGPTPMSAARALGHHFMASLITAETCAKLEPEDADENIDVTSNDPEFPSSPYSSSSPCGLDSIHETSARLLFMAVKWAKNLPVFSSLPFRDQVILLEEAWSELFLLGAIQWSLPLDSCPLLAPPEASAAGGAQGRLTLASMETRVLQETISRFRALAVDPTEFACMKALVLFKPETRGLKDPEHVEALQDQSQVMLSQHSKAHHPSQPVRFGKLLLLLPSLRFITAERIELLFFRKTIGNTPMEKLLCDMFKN
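Format: 1536-well format; test system: GST-NR2E3 and biotin-RetCOR proteins; read-out basis: percent inhibition of TR-FRET ratio; timing: 5 h incubation at 4 °C; detection: time-resolved FRET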
TRPM1 prom inh = inhibitors of MITF-dependent TRPM1 promoter reporter, primary screen, cell-based, SK-MEL-5, single point, luciferase; SK-MEL-5 TRPM1 promoter luciferase, 24 h; inhibition, % at 12.5 µM; 330,000 tested, 0.83% active;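 active = mean inhibition across replicates of 60% or more, whatever share of single replicates reaches that level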; note: values of inactives mirror those of a sister screen read the other way
CaV13 FRET inh = Primary screen for inhibitors of IQ motif and Ca2+-dependent inactivation inhibitor domain binding in CACNA1D, Förster resonance energy transfer in living cells, … | HEK cells, CFP/YFP FRET ICDI-IQ, plate reader, 10 min; percent FRET-ratio fall versus neutral wells | inhibition, % at 12.3 µM | 340,000 tested, 0.098% active;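 active = mean replicate inhibition of at least 30% and at least 1% of replicates passing that level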;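 note: 0% = median of the neutral control wells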
HIF-2a inh = HIF-2a reporter inhibitors, primary screen, luminescence, 786-0 RCC cells | 786-0 RCC cells HIF-2a reporter, luciferase luminescence, overnight | inhibition, % at 18.8 µM | 360,000 tested, 0.72% active;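 active = inhibition of the luminescence signal of 40% or more relative to plate controls, in a single-dose primary screen at 18.75 µM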
NR2E3 ag-2 = NR2E3 agonists in two-hybrid cells, primary screen, cell-based, luminescence, CHO-S, Gal4-NCOR/VP16-NR2E3; Photoreceptor-specific nuclear receptor (Homo sapiens), Q9Y5X4; luciferase; inhibition of corepressor binding, % at 3.98 µM; 360,000 tested, 0.35% active; AID 602229, 2012;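 active = inhibition above the mean of all tested compounds plus 3 SD, cut at about 70% in these data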;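 note: 0% = DMSO with NR2E3 transfected cells and 100% = cells lacking NR2E3 construct; higher means lower luciferase signal from less NR2E3 corepressor binding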
Vif imaging = HIV Vif self-association inhibitors, primary screen, imaging, HEK293T, single point; AID 602346, 2012; 340,000 tested, 0.35% active; inhibition, % at 7.49 µM; HEK293T cells, Vif self-association by quenched fluorescence, 24 h; in the data active = inhibition above about 50%, passing the limit was not always enough; note: some results filed as inactive read as strong as hits
Numbers without * were called inactive; / = no result given.

SMILES	hiPSC survival	Peg3 prom inh	aDG glyco act	Exocytosis inh	PDI inh	NR2E3 ag-1	TRPM1 prom inh	CaV13 FRET inh	HIF-2a inh	NR2E3 ag-2	Vif imaging
CCCC1C(c2ccco2)NC(c2ccco2)CC1(C)O (configuration not stated)	2.7	7	-0.1	2	1	4	-3	/	14	-11	-2
COc1ccc(-c2nnc(NC(=O)c3ccc(S(=O)(=O)N(C)CC4CCCO4)cc3)o2)c(OC)c1 (configuration not stated)	-0.1	1	0.3	1	-6	-3	-1	/	16	-3	-4
O=C(c1cc(C2CC2)nn1-c1ccccc1)N1CCN(Cc2ccccc2F)CC1	-0.4	4	-0.1	4	6	/	5	-6	6	-17	-10
CC1CCN(C2=NC(=O)/C(=C/c3cccc(O)c3)S2)CC1	0.3	-71	0.0	22	-1	0	-11	-11	-121	-31	-2
CSC1=NCCN1C(=O)c1ccc2c(c1)OCO2	-0.9	9	1.2	-2	-4	2	5	-5	-6	-1	5
CCn1c(O)c(C=C2N=c3ccccc3=N2)sc1=S	0.8	-3	-0.1	0	-8	2	12	-2	-14	-15	2
CCC(SC1=NCCS1)C(=O)Nc1nnc(-c2ccccc2OC)s1 (configuration not stated)	-1.0	7	-0.1	-2	/	3	-6	-3	19	-13	-2
CCOC(=O)c1c(N2CCCCC2)c2ccccc2[nH]c1=O	6.6	14	0.2	-3	-1	5	2	-5	10	14	-3
CCN(CC)c1ccc(C=Nc2cc(C)ccc2C)c(O)c1	-1.6	19	0.3	-5	-10	1	2	-12	-4	-4	-6
CCOc1cccc(=O)c2c(C)n(Cc3ccco3)c(C)c12	2.7	12	0.1	1	9	0	12	-7	14	-19	7
O=C(c1nc2ccccn2c1CN1CCCC(c2nc3ccccc3o2)C1)N1CCCC1 (configuration not stated)	-0.1	8	0.1	-1	0	2	13	-1	10	-8	-4
COCCNc1ccc([N+](=O)[O-])cc1C(=O)Nc1cccc(C)n1	-0.2	5	-0.3	1	-1	-1	-2	2	-10	-6	-5
Cc1ccc(NC(=O)CCC(=O)N/N=C/c2ccc([N+](=O)[O-])o2)cc1C	-0.7	-6	1.5	-4	3	-1	79*	-7	-16	-31	15
COc1ccc(/C=N/NC(=O)CC#N)cc1Oc1nc(Cl)ncc1F	0.1	-2	-0.2	-2	4	-1	10	-4	4	-9	-3
CCC(CC)NC(=O)c1cccc(Br)c1	0.2	15	0.4	-3	-14	0	-6	1	10	11	-3
C#CCSc1nnc(-c2sc(-c3ccccc3)nc2C)n1C	-1.2	-30	0.1	2	-6	1	-18	-4	-72	-12	-8
Cc1nnc(SCC(=O)Nc2sccc2C(N)=O)s1	-0.5	-5	0.0	-2	-4	3	-5	-6	-22	-5	17
CC(C)OC(=O)Cn1nnc2c(cnn2-c2ccccc2)c1=O	6.1	-236	0.0	-1	-18	-1	-43	-5	-192	-70	/
O=C(C1=C[C@@H](c2ccc(Br)cc2)C[C@@H](OCc2ccc(CO)cc2)O1)N1CCOCC1	-2.2	0	0.0	5	-12	0	-9	-9	13	-4	-6
CCOc1ccccc1CNC(c1ccccc1)c1ccccc1	-0.3	3	-0.1	59*	6	0	-4	-9	8	-13	4
O=C(O)C1Cc2[nH]cnc2C(c2ccccc2O)N1 (configuration not stated)	-1.7	10	-0.2	-3	1	4	14	-7	16	-2	3
O=C(c1ccc2ccccc2n1)N1CCN(c2ccccc2)CC1	-1.1	-10	0.1	2	3	-1	2	-9	-54	-8	-5
C=CCOc1ccc(/C=N/n2cncn2)cc1OC	3.8	4	0.0	-3	13	2	5	-5	3	-18	3
COc1ccc([N+](=O)[O-])c(OC)c1C(=O)NC(=O)Nc1nc(C)nc(C)n1	-0.5	-51	-0.1	-1	3	1	4	/	14	16	-2
CN(C)c1ccc(P(=O)(OC2CCCCC2)C(O)c2ccccn2)cc1 (configuration not stated)	-0.3	11	0.1	-3	4	-2	-4	-20	15	-22	-2

(continued)
SMILES	hiPSC survival	Peg3 prom inh	aDG glyco act	Exocytosis inh	PDI inh	NR2E3 ag-1	TRPM1 prom inh	CaV13 FRET inh	HIF-2a inh	NR2E3 ag-2	Vif imaging
Cc1cc(C(=O)Nc2ccc(F)cc2C)cs1	0.6	-77	0.2	0	-3	-2	-17	-10	-119	-12	14
S=c1nc2ccccc2c2nc(-c3ccccc3)[nH]n12	2.4	-74	0.0	1	6	1	-9	-6	-121	83*	-3
C=C(C)C1CC=C(C)/C(=N/NC(=S)Nc2ccccc2)C1 (configuration not stated)	-1.7	-21	2.2	-7	12	2	-25	-4	-42	44	-14
Cc1ccc2nc3ccc(N4CCN(C)CC4)nn3c(=O)c2c1	-5.7	-222	-0.3	-2	-5	2	-31	/	-192	-79	13
CC(=O)Nc1ccc(S(=O)(=O)NCCc2ccccn2)cc1	-0.3	0	-0.1	1	-4	1	-13	-4	14	-17	4
O=C(Nc1ccc(C(=O)N2CCCc3ccccc32)cc1)c1cccs1	2.4	-4	0.0	10	2	1	-15	-3	-28	-27	0
O=C1CCCC2=C1C(c1ccc(Br)cc1)c1c([nH]c(=S)[nH]c1=O)N2 (configuration not stated)	0.8	26	-0.2	-1	-2	5	-10	-6	14	-11	-3
COCCN(C(=O)CSc1nnc(-c2ccc(C)cc2)n1N)c1c(N)n(Cc2ccccc2)c(=O)[nH]c1=O	-0.2	9	0.2	-14	-1	2	5	/	4	-25	8
Cc1cc(C)c(S(=O)(=O)N2CCN(C(=O)CC(C)n3nc(C)nc3C)CC2)c(C)c1 (configuration not stated)	1.3	12	-0.2	-23	5	/	/	17	10	-7	12
COC(=O)c1ccc(OC)c(Cn2c(=O)n(C)c(=O)c3sccc32)c1	0.6	-1	0.0	3	-5	0	10	/	11	-19	3
CSCCC(Nc1ccc(S(=O)(=O)N2CCOCC2)cc1[N+](=O)[O-])C(=O)OCC(=O)NCC(C)C (configuration not stated)	1.0	3	0.0	-1	10	0	0	-4	12	12	/
COC(=O)c1cc(S(=O)(=O)NCc2cccs2)c[nH]1	0.3	4	0.0	18	-6	-2	2	-13	13	16	-1
COc1ccc(CCN2C(=O)C(O)=C(C(C)=O)C2c2ccccc2OC)cc1OC (configuration not stated)	-0.2	8	0.2	-4	2	2	10	-9	-15	-6	-3
O=C(CSc1nnc(NC(=O)c2ccccc2F)s1)NCc1ccco1	-0.3	-131	-0.1	-10	3	-2	-65	-2	-100	-44	/
CCOc1ccc(C2OC(=O)Cc3cc(OC)c(OC)cc32)cc1 (configuration not stated)	-2.4	4	0.1	-4	0	4	8	-8	17	-26	-4
Cc1ccc(S(=O)(=O)NC2=NCN(C3CCCCC3)CN2)cc1	-0.4	9	0.3	0	5	0	4	/	16	2	18
Cc1cc(N2C(=O)C(=O)/C(=C(/O)c3ccc(F)cc3)C2c2ccc(F)cc2)no1 (configuration not stated)	1.1	2	-0.1	2	-5	6	5	/	1	5	-12
Cc1ccc2c(c1)C(C)CC(C)(C)N2C(=O)NC1CCCCC1 (configuration not stated)	5.3	-6	0.0	0	-2	1	-10	/	-42	-4	5
Cc1ccc(NC(=O)CN(C)C(=O)CSc2nc3ccccc3c(=O)n2Cc2ccco2)cc1	-1.4	27	0.4	0	3	2	-8	/	14	4	0
C/C(=N\NC(=O)C(N)=O)c1ccc(OC(F)F)cc1	3.0	6	0.2	-3	-3	-4	-9	-16	8	6	0
CN(C)S(=O)(=O)c1cccc(C(=O)NC2CCCc3ccccc32)c1 (configuration not stated)	-2.5	-11	-0.3	0	-6	1	5	/	-22	-10	10
CCOC(=O)c1c(C)cc(O)cc1O	-1.2	-17	0.1	5	/	/	-1	/	7	0	-6
C=C(CN(C)C)C(=O)c1cc(C)ccc1C	-0.5	100*	-0.5	34	11	/	106*	-6	90*	38	7
COc1ccc(Cl)cc1NC(=O)CCN1C(=O)C2C3C=CC(C4CC34)C2C1=O (configuration not stated)	0.5	16	-0.3	-2	-1	4	4	-3	8	-7	-4
CN(NS(=O)(=O)c1ccc(Br)cc1)c1nc(C(F)(F)F)nc2ccccc12	0.9	33	0.4	13	0	3	8	-18	13	-14	2

(more compounds)
SMILES	hiPSC survival	Peg3 prom inh	aDG glyco act	Exocytosis inh	PDI inh	NR2E3 ag-1	TRPM1 prom inh	CaV13 FRET inh	HIF-2a inh	NR2E3 ag-2	Vif imaging
Cc1ccc(NC(=O)NNC(=O)c2cc3ccccc3cc2O)c(C)c1	-0.3	4	0.2	20	9	-2	-1	/	0	-13	5
CCOC(=O)CC(=O)Nc1ccc(Br)cc1C(=O)O	0.5	13	-0.1	-1	14	-4	-9	-2	10	13	-1
CCCc1c(C(=O)N/N=C/C(C)=C/c2ccco2)nnn1-c1nonc1N	1.7	-10	-0.7	16	5	1	-17	-5	-25	-5	1
CCn1c2ccccc2c2cc([N+](=O)[O-])ccc21	-0.8	2	0.4	-1	-10	-2	8	-5	12	-1	0
Cc1ccc(NC(=O)Cn2ncc3ccccc32)c(Cl)c1	1.4	-82	0.0	-12	-2	1	-36	-20	-81	-43	0
O=C(CC1(O)C(=O)N(Cc2ccc3c(c2)OCO3)c2ccccc21)c1ccccc1 (configuration not stated)	6.3	18	0.1	16	6	4	-4	-5	21	-10	/
Cc1cccc(-c2n[nH]c(=S)n2/N=C/C=C/c2ccco2)c1	-0.5	12	0.0	4	-4	-4	8	9	-7	-30	-8
CCOc1ccc(-c2nonc2NC(=O)c2ccco2)cc1	-0.4	7	0.0	0	-5	4	8	-2	7	-14	-3
O=C(CN1C(=O)NC2(CCCCC2)C1=O)N1CCN(S(=O)(=O)c2ccc(F)cc2)CC1	-0.4	-8	0.3	7	1	-3	1	-5	9	-1	3

Rows are unselected. About 3.5% of those tested had a hit in this group.
